Source: PubChem BioAssay
NCOA3 inh: human NCOA3 inhibition | AID 588352 | HEK293 GAL4-SRC3 luciferase reporter, luminescence | inhibition, % at 3.6 µM | 360,000 tested, 0.17% active;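 active = inhibition above a per-campaign cutoff, the mean of all compounds plus 3 SD, cut at about 60% in these data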;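 note: 0% = DMSO-treated cells and 100% = gossypol-treated cells at 36 µM; higher means less SRC3-driven luciferase light from the GAL4 reporter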
SRC2 inh: human SRC2 (NCOA2) inhibition; Q15596; HEK293 GAL4-SRC2 luciferase reporter, luminescence; inhibition, % at 9 µM; 370,000 tested, 0.17% active; AID 651957;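 active = inhibition above the mean inhibition of all tested compounds plus 3 SD, set per campaign, cut at about 52% in these data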;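 note: 0% = DMSO treated cells and 100% = cells given Gossypol at 36 µM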
NR2F2 inh: NR2F2 (human) inhibition, primary screen; P24468; HEK293T NGFI-A luciferase reporter, luminescence; inhibition, % at 8.6 µM; 370,000 tested, 0.7% active;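 active = inhibition above a per-plate cutoff, mean inhibition of test wells between control levels plus 3 SD, cut at about 38% in these data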;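 note: cells cotransfected with COUP-TFII expression vector driving the NGFI-A reporter; 0% = median of COUP-TF2 test wells and 100% = reporter-only cells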
TWEAK-Fn14 inh: TWEAK-Fn14 signaling inhibition; 360,000 tested, 2% active; inhibition, % at 10 µM; TWEAK-stimulated Fn14 reporter cells, luciferase luminescence, 8 h; AID 1159606; in the data active = inhibition above about 50%
NOD2-RIPK2 inh: blocks binding of human NOD2 to RIPK2; 360,000 tested, 0.38% active; O43353; CHO BLA complementation NOD2-RIPK2, CCF4 ratio; inhibition, % at 4.98 µM; in the data active = inhibition above about 21%;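 note: 0% = vehicle only and 100% = reference blocker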
TROY NFkB inh: TROY signaling inhibition | Q293 LMP1-TROYcd NF-kB luciferase reporter, 4 h | inhibition, % at 10 µM | 360,000 tested, 0.98% active | AID 1347056;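 active = compounds whose plate-normalised and pattern-corrected inhibition of the luciferase reporter signal at the single screening dose is 50% or more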
NR5A2 inv ag: inverse agonists of human LRH-1 (NR5A2); HEK293T StAR-luciferase reporter, LRH-1 transfected, 24 h; inhibition, % at 3.6 µM; 360,000 tested, 0.13% active;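 active = inhibition above the mean inhibition of all tested compounds plus 3 SD, cut at about 73% in these data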;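 note: 0% = DMSO wells and 100% = reporter-only cells lacking LRH-1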
TLR9-MyD88 block: TLR9-MyD88 interaction inhibition | Q9NR96+Q99836 | CHO BLA complementation TLR9-MyD88, CCF4 FRET ratio | inhibition, % at 4.98 µM | 340,000 tested, 0.21% active | AID 504734;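 active = inhibition above the mean over all tested compounds plus 3 SD, cut at about 21% in these data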;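 note: 0% = DMSO only wells and 100% = clavulanate BLA inhibitor control wells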
Target sequence (Q99836 whole entry, looked up): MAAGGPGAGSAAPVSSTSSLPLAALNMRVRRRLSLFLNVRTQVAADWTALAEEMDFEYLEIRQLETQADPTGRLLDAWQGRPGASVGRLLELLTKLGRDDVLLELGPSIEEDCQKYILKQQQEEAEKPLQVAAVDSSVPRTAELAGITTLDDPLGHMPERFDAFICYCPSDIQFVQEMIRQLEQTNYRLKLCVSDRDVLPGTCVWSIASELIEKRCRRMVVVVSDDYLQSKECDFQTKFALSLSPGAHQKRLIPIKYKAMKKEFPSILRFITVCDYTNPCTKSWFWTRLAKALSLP
Target sequence (Q9NR96 whole entry, looked up): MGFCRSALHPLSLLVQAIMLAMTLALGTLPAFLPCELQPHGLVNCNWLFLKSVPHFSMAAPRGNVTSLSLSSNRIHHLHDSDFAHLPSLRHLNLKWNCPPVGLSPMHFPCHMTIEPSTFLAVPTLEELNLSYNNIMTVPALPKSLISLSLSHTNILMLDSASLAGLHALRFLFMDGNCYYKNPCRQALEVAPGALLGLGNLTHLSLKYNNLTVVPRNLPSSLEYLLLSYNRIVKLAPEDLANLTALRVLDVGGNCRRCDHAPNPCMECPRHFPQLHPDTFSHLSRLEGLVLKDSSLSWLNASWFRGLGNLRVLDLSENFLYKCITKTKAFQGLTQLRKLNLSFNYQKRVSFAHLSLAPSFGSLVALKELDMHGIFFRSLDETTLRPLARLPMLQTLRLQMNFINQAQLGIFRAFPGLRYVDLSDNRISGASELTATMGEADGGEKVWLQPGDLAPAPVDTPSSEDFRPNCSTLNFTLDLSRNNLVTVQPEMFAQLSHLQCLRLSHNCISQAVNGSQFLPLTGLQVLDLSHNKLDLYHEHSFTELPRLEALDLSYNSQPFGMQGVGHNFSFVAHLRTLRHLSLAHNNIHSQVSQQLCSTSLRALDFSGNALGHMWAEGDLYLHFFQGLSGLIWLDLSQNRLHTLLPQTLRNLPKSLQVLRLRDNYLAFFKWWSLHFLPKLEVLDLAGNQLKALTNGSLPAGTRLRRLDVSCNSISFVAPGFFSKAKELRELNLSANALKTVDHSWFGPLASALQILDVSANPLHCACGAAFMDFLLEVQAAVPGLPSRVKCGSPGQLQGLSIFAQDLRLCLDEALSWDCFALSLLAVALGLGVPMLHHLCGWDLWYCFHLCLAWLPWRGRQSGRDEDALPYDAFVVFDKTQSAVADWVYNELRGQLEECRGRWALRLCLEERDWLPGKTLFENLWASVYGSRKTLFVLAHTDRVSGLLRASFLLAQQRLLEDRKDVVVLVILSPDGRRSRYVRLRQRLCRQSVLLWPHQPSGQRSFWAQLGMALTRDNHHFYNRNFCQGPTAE
C8 TRAIL sens: sensitizes caspase-8 expressing cells to TRAIL; AID 624354; 360,000 tested, 1% active; NB7+C8 cells + TRAIL, ATPlite viability luminescence; inhibition (viability loss, TRAIL sensitization), % at 10 µM;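 active = compounds causing at least 50% loss of cell viability in the single-dose screen, relative to plate controls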
SRC1 inh: inhibitors of human steroid receptor coactivator 1 (SRC1) | Q15788 | 360,000 tested, 0.12% active | inhibition, % at 3.6 µM | HEK293 GAL4-SRC1 luciferase reporter, luminescence;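 active = inhibition above the campaign mean plus 3 SD, with each screening campaign given its own cutoff, cut at about 60% in these data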;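 note: 0% = DMSO treated cells and 100% = gossypol at 36 µM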
LMP1 NFkB inh: inhibitors of Epstein-Barr LMP1-induced NF-kappaB reporter. LMP1-induced NF-kappaB luciferase reporter cells, luminescence. inhibition, % at 12.5 µM. 350,000 tested, 0.69% active; in the data active = inhibition above about 41%;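 note: 0% = neutral control wells and 100% = reference inhibitor control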
* hit, by the source's call; / = not tested or not shown; & = joins results of further samples.

SMILES	NCOA3 inh	SRC2 inh	NR2F2 inh	TWEAK-Fn14 inh	NOD2-RIPK2 inh	TROY NFkB inh	NR5A2 inv ag	TLR9-MyD88 block	C8 TRAIL sens	SRC1 inh	LMP1 NFkB inh
COC(=O)C[C@H]1CC[C@@H](NS(=O)(=O)c2ccccc2)[C@@H](CO)O1	/	-3	-8	/	3	/	-1	/	-3	/	/
O=C(NCCCn1ccnc1)c1cn(-c2ccccc2)nc1-c1ccc(F)cc1	1	-4	6	5	1	-6	5	-2	17	4	2
CSc1ccccc1C(=O)NC1CCCN(c2ccc(C(F)(F)F)cn2)C1 (stereo unspecified)	-5	-8	-5	-3	-2	-2	3	-5	10	9	2
CCc1ccc2c(c1)[C@]1(C(=O)N2)[C@@H]2C(=O)N(Cc3ccccc3)C(=O)[C@@H]2[C@@H]2CCCN21	4	-10	-16	-10	2	-7	8	3	6	-22	3
COc1ccc(-c2cn3cccnc3n2)cc1NC(=O)c1cccs1	14	-14	-4	-16	-14	-19	11	-5	5	7	2
COc1cccc(NC(=S)N2CCc3cc(OC)c(OC)cc3C2COc2ccc3c(C)cc(=O)oc3c2)c1 (stereo unspecified)	3	-33	10	-49	-4	-9	9	0	2	5	-6
COc1ccc(N2C3=C(CC4=C2CCCC4=O)C(=O)CCC3)cc1	11	14	12	4	-7	-18	9	9	-7	-3	1
COC(=O)c1ccc2nc(-c3cccc(Br)c3)c(Cc3ccccc3C(F)(F)F)n2c1	/	5	-4	-12	-3	-43	7	/	15	/	/
C/C(=N\OCc1cccc(C(=O)O)c1)c1ccc(Cl)cc1	-87	-52	-26	-4	2	-73	-214	/	25	-199	/
O=C(Cn1cc2c(n1)CCCC2)N1CCCc2ccccc21	10	-27	9	19	-16	4	5	-17	-20	-10	-4
O=C(Nc1cccc(S(=O)(=O)N2CCCCC2)c1)C1COc2ccccc2O1 (stereo unspecified)	-23	-49	5	18	2	-7	-36	-16	5	-16	-8
CC(=O)c1c(C)[nH]c(C(=O)COC(=O)C2(C)CC2(Cl)Cl)c1C (stereo unspecified)	1	-40	9	-23	-2	-1	-35	-4	12	-22	3
CC(C)COP(=O)(OCC(C)C)C(O)c1ccccc1F (stereo unspecified)	13	-6	15	0	-13	-2	15	6	-2	-2	10
COc1cccc(/C=N/n2c(-c3cccs3)n[nH]c2=S)c1	1	-2	-9	-7	0	-4	4	4	9	-16	-3
COc1ccc2cc3cc(C(=O)NCC4CCCO4)oc3nc2c1 (stereo unspecified)	-39	-48	-41	0	-1	-6	-23	6	-12	-10	-9
CC(C)(C)c1cc(C(=O)NNS(=O)(=O)c2ccccc2)n[nH]1	9	-29	-7	-15	-5	6	7	3	-1	-13	2
CN(C)CCNC(=O)c1ccc2c(c1)N(Cc1ccc(F)cc1)CCS2	9	-31	6	10	-4	0	-7	-4	5	3	14
COCCCN1C(=O)C(CC(=O)NCCN2CCOCC2)CC(C(=O)N2CCOCC2)=C1C (stereo unspecified)	/	-41	3	0	-3	-1	-6	/	-2	/	/
Cc1ccc(-n2nnc3c(=O)n(Cc4cc(C)ccc4C)cnc32)cc1	-17	1	6	-32	-7	-19	-5	-9	-5	6	4
O=C(NNCC(O)COc1ccccc1)c1ccccc1 (stereo unspecified)	10	-27	-26	-2	0	-8	-13	0	-9	-24	9
C[C@H](O)[C@@H]1C(=O)N2CCc3c([nH]c4ccccc34)[C@@H]2C[C@@H]1N(C)S(=O)(=O)c1ccccc1	7	-10	-11	15	-2	-15	-26	-2	41	-7	5
Cc1ccc(CNC2=NCCCCC2)n1C	3	-2	-1	-21	-6	12	-9	-10	-1	-3	-2
Cn1cc(C(=O)CCl)c2ccccc21	0	21	2	32	-1	0	-4	2	6	-10	-2
CCOc1ccc(N2C(=O)CC(N(CCc3ccc(OC)c(OC)c3)C(=S)Nc3ccccc3)C2=O)cc1 (stereo unspecified)	-8	-4&-34	-20&-1	36	2	-5	4	-12	7	-4	1
O=C(N/N=C/c1ccc(Br)o1)c1ccc2c(c1)OCCO2	-37	-94	-49	6	-10	-39	-144	-6	40	-54	-12
Cc1oc(-c2ccccc2Cl)nc1CSCC(=O)NC1CCCC1	12	-2	3	12	-4	1	-19	-4	-10	0	7
CC(C)c1ccc(CCNC(=O)c2ccc([N+](=O)[O-])cc2)cc1	8	-3	3	4	-3	4	-4	-1	4	2	2
CC(=O)Nc1ccc(S(=O)(=O)N2CCC(C(=O)NCCc3c[nH]c4ccccc34)CC2)cc1	5	-9	5	32	-7	-3	10	0	2	7	-2
Cc1cc(F)ccc1S(=O)(=O)N1CCCCC1CCNC(=O)C(=O)NCc1ccccn1 (stereo unspecified)	-7	-15	13	-12	-4	0	-10	3	-1	-12	13
Cn1cc(C(=O)NCc2cccs2)c(=O)c2cc(S(=O)(=O)N3CCCC3)ccc21	14	4	-2	-16	-14	6	-4	-8	3	5	-1
CC(OC(=O)c1ccco1)C(=O)NCc1cccs1 (stereo unspecified)	-37	-34	5	15	-13	10	22	8	-5	10	0
COc1cc(CNCCc2ccccc2)cc(Cl)c1OCc1ccccc1	23	6	19	-18	1	7	-3	5	20	-4	-12
COc1ccc(C(=O)Nc2ccc(C(=O)Nc3cccc(C)c3)cc2)cc1	-10	1	10	-51	-15	12	2	-5	10	-34	-42
O=C(c1cc(-c2ccccc2Cl)nc2ccccc12)N1CCN(c2ccccc2O)CC1	-2	-2	-9	9	-4	1	-17	-15	-4	22	3
CCOc1ccc(C2CC(c3cccc(C)c3)n3nc(N)nc3N2)cc1 (stereo unspecified)	1	-13	-2	5	-16	-15	-2	-11	-13	-2	3
Cn1c(CNc2ccc(F)cc2)nnc1SCC(=O)NNC(=O)Cc1ccccc1	24	1	11	0	-1	-7	-1	-7	-4	0	-13
COCCNC(=O)c1c[nH]c2ccc(S(=O)(=O)N3CCOCC3)cc2c1=O	-10	-10	2	-8	-5	-5	-3	-1	-7	-8	-3
CN1CCN(S(=O)(=O)c2cccc(C(=O)N3CCc4ccccc43)c2)CC1	-29	-14	19	2	3	-5	15	-9	-2	4	-12
O=C(c1ccc2c(c1)OCO2)N(c1ccccc1)C1C=CS(=O)(=O)C1 (stereo unspecified)	10	-3	-5	-27	-6	6	6	-4	-5	-10	4
O=c1c2cnn(-c3ccccc3)c2ncn1Cc1ccco1	-9	-41	11	3	-9	5	-2	-2	-14	-1	-3
CNC(=O)c1ccc(NC(=O)C2CCN(c3ncnc4sc(C)c(C)c34)CC2)cc1	36	20	44*	47	-4	24	19	-10	12	41	15
O=S(=O)(NC1CCCCC1NCc1ccco1)c1ccc(Cl)cc1 (stereo unspecified)	-2	9	-1	0	-6	0	-4	-5	5	-16	-1
Cc1cc(C)c(S(=O)(=O)N2CCCC(C(=O)NCCC3=CCCCC3)C2)c(C)c1 (stereo unspecified)	17	-1	-1	18	6	10	23	-8	-1	8	-18
S=c1[nH]nc(CCc2nc3ccccc3[nH]2)n1-c1cccc(Cl)c1	9	4	-2	10	-10	0	-13	7	-3	-13	-6
CN(C)CCN1C(=O)C(O)=C(C(=O)c2cc3ccccc3o2)C1c1ccc(N(C)C)cc1 (stereo unspecified)	-8	-29	-5	-7	-2	-51	15	-3	-1	-35	-5
NCCCCCc1nnc(SCC(=O)c2ccc(Cl)cc2)o1	-11	-26	7	-9	-3	7	-11	2	-4	6	6
CC(=O)C1=C(O)C(=O)N(c2ccc(C(=O)O)cc2)C1c1ccc([N+](=O)[O-])cc1 (stereo unspecified)	-24	-18	7	17	0	11	8	0	-1	-2	3
COc1ccc(-n2c(-c3ccco3)nc3c(cnn3-c3ccccc3C)c2=O)cc1	12	-8	4	-3	3	14	25	3	-20	16	-2
Cc1ccc(C(C(=O)NC2CCCCC2)N(C(=O)c2csnn2)C2CC2)o1 (stereo unspecified)	3	20	-1	8	6	13	-2	8	-1	6	12
Cc1ccc(C2(C)NC(=O)N(CC(=O)Nc3ccc4[nH]c(=O)[nH]c4c3)C2=O)cc1 (stereo unspecified)	-4	-38	21	-18	-6	7	22	-3	-4	-3	-2
C=CCn1c(C(CCCC)CC(O)COCCC)n[nH]c1=S (stereo unspecified)	8	0	9	-13	-7	15	4	0	-1	-2	2
Cc1[nH]n(-c2ccc(C(=O)O)cc2)c(=O)c1CCO	-7	-21	11	-27	-12	-41	-4	/	16	-16	0

Two entries from above in another layout:
SMILES | NCOA3 inh | SRC2 inh | NR2F2 inh | TWEAK-Fn14 inh | NOD2-RIPK2 inh | TROY NFkB inh | NR5A2 inv ag | TLR9-MyD88 block | C8 TRAIL sens | SRC1 inh | LMP1 NFkB inh
C=CCn1c(C(CCCC)CC(O)COCCC)n[nH]c1=S (stereo unspecified) | 8 | 0 | 9 | -13 | -7 | 15 | 4 | 0 | -1 | -2 | 2
CNC(=O)c1ccc(NC(=O)C2CCN(c3ncnc4sc(C)c(C)c34)CC2)cc1 | 36 | 20 | 44* | 47 | -4 | 24 | 19 | -10 | 12 | 41 | 15

Entries from the list above containing an aryl methoxy group:
SMILES	NCOA3 inh	SRC2 inh	NR2F2 inh	TWEAK-Fn14 inh	NOD2-RIPK2 inh	TROY NFkB inh	NR5A2 inv ag	TLR9-MyD88 block	C8 TRAIL sens	SRC1 inh	LMP1 NFkB inh
COc1ccc(-c2cn3cccnc3n2)cc1NC(=O)c1cccs1	14	-14	-4	-16	-14	-19	11	-5	5	7	2
COc1cccc(NC(=S)N2CCc3cc(OC)c(OC)cc3C2COc2ccc3c(C)cc(=O)oc3c2)c1 (stereo unspecified)	3	-33	10	-49	-4	-9	9	0	2	5	-6
COc1ccc(N2C3=C(CC4=C2CCCC4=O)C(=O)CCC3)cc1	11	14	12	4	-7	-18	9	9	-7	-3	1
COc1cccc(/C=N/n2c(-c3cccs3)n[nH]c2=S)c1	1	-2	-9	-7	0	-4	4	4	9	-16	-3
COc1ccc2cc3cc(C(=O)NCC4CCCO4)oc3nc2c1 (stereo unspecified)	-39	-48	-41	0	-1	-6	-23	6	-12	-10	-9
CCOc1ccc(N2C(=O)CC(N(CCc3ccc(OC)c(OC)c3)C(=S)Nc3ccccc3)C2=O)cc1 (stereo unspecified)	-8	-4&-34	-20&-1	36	2	-5	4	-12	7	-4	1
COc1cc(CNCCc2ccccc2)cc(Cl)c1OCc1ccccc1	23	6	19	-18	1	7	-3	5	20	-4	-12
COc1ccc(C(=O)Nc2ccc(C(=O)Nc3cccc(C)c3)cc2)cc1	-10	1	10	-51	-15	12	2	-5	10	-34	-42
COc1ccc(-n2c(-c3ccco3)nc3c(cnn3-c3ccccc3C)c2=O)cc1	12	-8	4	-3	3	14	25	3	-20	16	-2

These rows are one share of the data. The share of hits here may be higher or lower than overall.
